# Screening data (PubChem BioAssay)
# PI4K2A inh – inhibitors of human PI4K2A; Q9BTU6; purified PI4K2A, ADP-Glo luminescence, 1 h; hits give low values; activity change, negative = inhibition, % at 76.9 µM; 0.13% of 420,000 active; AID 1346378; in the data active = activity change below about -50%;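 note: -100% = wells without enzyme as full effect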
# Target sequence (Q9BTU6 whole entry, looked up): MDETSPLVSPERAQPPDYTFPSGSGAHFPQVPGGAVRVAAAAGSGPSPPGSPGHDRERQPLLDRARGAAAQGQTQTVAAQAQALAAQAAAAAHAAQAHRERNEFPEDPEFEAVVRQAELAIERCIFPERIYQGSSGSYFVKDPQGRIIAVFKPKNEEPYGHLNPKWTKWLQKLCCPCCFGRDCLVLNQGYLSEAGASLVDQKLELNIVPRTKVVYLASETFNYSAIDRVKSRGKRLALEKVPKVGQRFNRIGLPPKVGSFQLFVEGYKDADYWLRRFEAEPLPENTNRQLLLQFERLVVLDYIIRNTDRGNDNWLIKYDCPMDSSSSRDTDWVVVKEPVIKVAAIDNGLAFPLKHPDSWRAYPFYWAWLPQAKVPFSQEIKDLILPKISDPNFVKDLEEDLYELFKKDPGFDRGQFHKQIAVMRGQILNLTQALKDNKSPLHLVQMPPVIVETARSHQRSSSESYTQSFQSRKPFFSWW
#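 Compounds are screened against recombinant PI4K2A using PI as substrate and ATP, the latter dispensed at 300 microM. Reactions run one hour at ambient temperature before ADP-Glo detection; full inhibition defined by wells lacking enzyme.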
# Starred values were filed as active, the others as inactive; & = joins results of further samples.
compound | PI4K2A inh
C=CCN1[C@H](C)COc2cccc(F)c2S1(=O)=O | -1
O=C(C1CCCN(S(=O)(=O)c2ccc(Br)s2)C1)N1CCN(Cc2ccccc2)CC1 (stereo not drawn) | -8
C[C@H]1[C@@H](OC(=O)NCc2ccco2)CC[C@@]23CCCN2C(=O)CCC[C@@H]13 | -3
O=C1CCC[C@H]2Cc3nc4cc5c(cc4cc3C[C@]23CCCN13)OCO5 | -6
CCN(CCNC(=O)[C@H]1C=C(OC)C(=O)C[C@H](c2ccccc2)[C@H]1C)C(C)=O | 1
O=C(NCCc1ccccc1F)c1cc2ccccn2n1 | 1
Clc1ccc([C@H]2OC[C@@]3(CNC4CCCCC4)CS[C@H](c4ccc(Cl)cc4)N23)cc1 | -5
O=C(CSc1nnc(SCc2cccc3ccccc23)s1)c1ccc(F)cc1 | 6
O=C(N[C@H]1CC[C@@H]2SC[C@@H](C(=O)O)N2C1=O)OCC1c2ccccc2-c2ccccc21 | -8
Cc1nc2ccc(S(=O)(=O)NCC(=O)NCc3ccccc3C)cc2s1 | 1
Cc1ccc(CN2CCCCC(NC(=O)Cc3cccs3)C2=O)cc1 (stereo not drawn) | -4
CCOC(=O)[C@]12CCCCC/C=C\1N(CCc1ccc(Cl)cc1)C(=O)[C@H]2CC(=O)N1CCN(C(=O)C2CC2)CC1 | -4
CC(C)(C)C(=O)NC1CCCCN(Cc2cccc(Cl)c2)C1=O (stereo not drawn) | -5
COC(=O)c1ccc(C=NNC(=O)c2cc(-c3ccc(C)c(C)c3)n[nH]2)cc1 | -1
CCCCCOC(=O)Nc1nc(=O)n([C@@H]2O[C@H](C)[C@@H](O)[C@H]2O)cc1F | -3&1
COc1ccc(C(=O)C[n+]2ccc3c(c2)nc(Cc2ccccc2)n3C)cc1 | -3
CCC(C(=O)Nc1ccccc1N1CCCC1)c1cccc(OC)c1 (stereo not drawn) | -2
CC(=O)OCCC(CC(C)C)NC(=O)[C@H](CC(C)C)NC(=O)OCc1ccccc1 (stereo partly drawn) | -3
O=C(NCc1ccccc1Cl)C1CCCN(c2ncccn2)C1 (stereo not drawn) | -3
COc1ccc(C=NNC(=O)c2ccncc2)cc1 | -3
O=C(C1CCN(c2nc(-c3ccc(Br)cc3)cs2)CC1)N1CCNCC1 | 0
N#CCC[C@@H]1CC[C@]2(CCCN(Cc3ccccc3)C2)O1 | 4
O=S1(=O)c2ccc(Br)cc2OC[C@@H](c2ccccc2)N1Cc1cn(CCC2OCCCO2)nn1 | 1
C[N+](C)(CCOc1ccccc1)Cc1cccs1 | 0
COc1ccc(S[C@]2(C(=O)N3CCOCC3)CC(=O)N[C@@H]2c2ccc(OC)cc2)cc1 | -1
COc1ccc(-n2c(SCC(=O)Nc3ccc4c(c3)OCCO4)nnc2-c2ccccc2)cc1 | -1
CCCCNC(=O)NS(=O)(=O)c1ccc(NC(=O)CSc2ncnc3scc(-c4ccc(C)cc4)c23)cc1 | 1
Cc1cccc(NC(=O)Nc2c(-c3ccc(C(F)(F)F)cc3)nc3ncccn23)c1 | 6
COc1ccc2c3c([nH]c2c1)C1=NCC[C@]12c1ccccc1N=CN2CC3 | -2
CCOC(=O)c1csc(NC(=O)C2CCCN(S(=O)(=O)c3ccccc3[N+](=O)[O-])C2)n1 (stereo not drawn) | -3
CCn1c(Cc2cccs2)nnc1SCC(=O)Nc1ccc(Cl)cc1C | -2
Cc1ccccc1Cn1cc(COC(=O)NCCc2c[nH]c3ccccc23)nn1 | -4
O=C(O)c1cccc(S(=O)(=O)NCC(=O)N2CCN(c3ccccn3)CC2)c1 | 1
COCCNC(=O)c1c(N)[nH]c(C(=O)c2ccc(Br)cc2)c1-c1c(OC)ccc2ccccc12 | 0
COc1ccc(-n2cc(COC(=O)NCCc3ccccc3)nn2)cc1 | 2
CCC[C@H]1[C@@H](NC(=O)C(c2ccccc2)c2ccccc2)CC[C@@]23CCCN2C(=O)CCC[C@@H]13 | 2
CCOC(=O)CCCNC(=O)OC1CC2CC1[C@H]1CCCCN1[C@H]2Cc1ccccc1 (stereo partly drawn) | -3
O=C(CSc1nnc(-c2ccccn2)n1Cc1ccco1)Nc1ccc(Oc2ccccc2)cc1 | -1
COc1ccc(C(C)c2cn(C)c3ccccc23)cc1 (stereo not drawn) | 0
COc1ccc(CCN(Cc2cccs2)S(=O)(=O)c2ccc(C)s2)cc1OC | -1
CCC[C@H]1[C@@H](OC(=O)NCc2cccc(C(F)(F)F)c2)CC[C@@]23CCCN2C(=O)CCC[C@@H]13 | -1
C[C@H](NS(=O)(=O)c1ccc([N+](=O)[O-])cc1)C(=O)NCCNC(=O)[C@@H](C)NS(=O)(=O)c1ccc([N+](=O)[O-])cc1 | -2
CCOC(=O)COc1ccc(C(C)c2ccc(NC(=O)OC(C)(C)C)cc2)cc1 (stereo not drawn) | 2
CCCCOc1ccc(C(=O)n2ccc3ccc(-c4ccc5ccn(Cc6cccc(C(=O)OC)c6)c5c4)cc32)cc1 | -2
Nc1[nH]c(C(=O)c2ccccc2)c(-c2ccc(Cl)cc2Cl)c1C(=O)NCCC1=CCCCC1 | -3
COC(=O)[C@]12C[C@H](CC(=O)N3CCC(c4ccccc4)CC3)C(=O)N(Cc3ccc(Cl)cc3Cl)C1=C[C@H](C(C)(C)C)O[C@@H]2C | -7
N[C@H](C(=O)Nc1ccc(Cl)cc1C(=O)c1ccc[nH]1)c1ccccc1 | -3
CCN1CCCCC(NC(C)=O)C1=O (stereo not drawn) | 0
COC[C@@H]1CCCN1c1ccc2c(c1)O[C@@H]1CCN(C1)S2(=O)=O | -4
Cc1ccc(-n2c(Cc3cccs3)nnc2SCC(=O)Nc2ccccc2-c2ccccc2)cc1 | 59
O=C(NC1CCCCN(Cc2ccc(Cl)cc2)C1=O)c1cc(-c2ccccc2)no1 (stereo not drawn) | 4
O=C(NC1CCCCN(Cc2cccc(Cl)c2)C1=O)c1cccc(C(F)(F)F)c1 (stereo not drawn) | -4
COc1ccc(-n2c(SCC(=O)Nc3ccccc3-c3ccccc3)nnc2-c2ccccn2)cc1 | -3
CCOC(=O)[C@@]12CCC3=C1N(CCC3)C(=O)[C@H](CC(=O)NCc1ccccc1)C2 | -4
COc1ccc(-n2c(SCC(=O)Nc3ccc(Oc4ccccc4)cc3)nnc2-c2ccccc2)cc1 | 8
O=C(CSc1nnc(-c2ccc(Cl)cc2)n1-c1ccccc1)Nc1ccc2c(c1)OCCO2 | 0
C=CCN1C(=O)[C@H](CC(=O)NCc2ccc(C)o2)[C@@]2(C(=O)OCC)CCCC=C12 | -4
COc1ccccc1COC(=O)c1cccc(S(=O)(=O)N(C)Cc2ccccc2)c1 | -3
COC(=O)[C@]12C[C@H](CC(=O)NCc3cccs3)C(=O)N(Cc3ccc(Cl)cc3Cl)C1=C[C@H](C(C)C)O[C@@H]2C1CC1 | -4
CCN(Cc1ccccc1)C(=O)C1CCCN(c2ncccn2)C1 (stereo not drawn) | 3

# Going on with the list.
compound | PI4K2A inh
Cc1cccc(N2CCN(C(=O)c3cc(S(=O)(=O)N(C)C)ccc3Cl)CC2)c1C | 1
C=CCN1C(=O)[C@H](CC(=O)NCCCC)[C@@]2(C(=O)OCC)CCCC=C12 | -4
COC(CNC(=O)[C@H](Cc1c[nH]c2ccccc12)NC1(C(=O)NC(c2ccccc2)c2ccccc2)CCCCC1)OC | 0
CCOC(=O)N1C(=O)C[C@](Sc2ccc(OC)cc2)(C(=O)N2CCN(c3ncccn3)CC2)[C@H]1c1ccc(OC)cc1 | 1
COc1ccc(Cn2ccc3ccc(-c4ccc5ccn(C(=O)C6CC6)c5c4)cc32)cc1 | 5
CCc1ccccc1NC(=O)C1CCC(=O)N(c2ccc(OC)cc2)C1c1ccc(OC)cc1 (stereo not drawn) | -3
COC(=O)[C@]12C[C@H](CC(=O)N3CCOCC3)C(=O)N(Cc3cccc4ccccc34)C1=C[C@H](COCc1ccccc1)O[C@@H]2C | -6
CC(COc1ccc(C#N)cc1)CN1CCC(C(O)(c2ccccc2)c2ccccc2)CC1 (stereo not drawn) | 6
COc1ccc(-c2nnc(SCC(=O)NN=Cc3c(O)ccc4ccccc34)n2-c2ccc(OC)cc2)cc1 | -3
COC(CNC(=O)[C@H](Cc1c[nH]c2ccccc12)NC1(C(=O)NCc2ccccc2)CCCCC1)OC | 1
Cc1ccc(C(=O)C2CCN(CC(=O)NCCC(C)C)CC2)cc1 | -2
C[C@H]1[C@@H](OC(=O)Nc2ccccc2Cl)CC[C@@]23CCCN2C(=O)CCC[C@@H]13 | 3
CCC(C)CNC(=O)CN1C(=O)C2CCCCN2C(=O)c2ccccc21 (stereo not drawn) | -2
CCCNC(=O)N1[C@@H](CO)[C@H](c2ccc(C3=CCCC3)cc2)[C@@H]1CN(CC)S(=O)(=O)c1ccccc1[N+](=O)[O-] | -2
COC(=O)[C@]12C[C@H](CC(=O)NCC3CCCCC3)C(=O)N(CCc3ccc(OC)c(OC)c3)C1=C[C@H](COCc1ccccc1)O[C@@H]2C | -2
COc1ccccc1C(=O)NC1CCCCN(C(C)C)C1=O (stereo not drawn) | -5
O=C(Nc1cccc(F)c1)OCCCN1CCC2(CCC(c3ccccc3)CC2)C1 (stereo not drawn) | -2
CCCOc1ccc(C(=O)N2CCC(Oc3cccnc3)CC2)cc1 | 2
CC(C)(C)NC(=O)[C@H](c1cccnc1)N(C(=O)c1ccco1)c1ccc(C(C)(C)C)cc1 | -5
C[C@@H]1CCN(C2CC2)S(=O)(=O)c2c(cccc2N2CC[C@H](O)C2)O1 | 3
C#CCN1CC(N(C)CCOC(=O)c2ccc(OC)c(OC)c2)CS1(=O)=O (stereo not drawn) | -2
CC(C)CNC(=O)OCc1cn(Cc2ccc(F)cc2F)nn1 | 0
CCOC(=O)[C@@]12CCC3=C1N(CCC3)C(=O)[C@H](CC(=O)NCCCCc1ccccc1)C2 | 3
N#CCC[C@@H]1CC[C@]2(CCCN(C(=O)C3CCCCC3)C2)O1 | 5
O=C(OCc1cn(Cc2ccc(C(F)(F)F)cc2)nn1)N1CCCC1 | -7
COC(=O)CN1CCN(C(=O)c2csc(-c3ccccc3)n2)CC1 | 1
CC(=O)Nc1ccc(OC[C@@H](O)CN2CCC(C(O)(c3ccccc3)c3ccccc3)CC2)cc1 | -2
COC(=O)[C@]12C[C@H](CC(=O)N3CCCC3)C(=O)N(Cc3ccc4c(c3)OCO4)C1=C[C@H](C(C)C)O[C@@H]2C1CC1 | -7
CCOc1ccccc1C(=O)N1CCC(Oc2cccnc2)CC1 | -4
CCCCNC(=O)C[C@H]1C[C@@]2(C(=O)OC)C(=C[C@H](C3CCCC3)O[C@@H]2C)N(Cc2cccc3ccccc23)C1=O | -5

# An excerpt from further up, for reference:
compound | PI4K2A inh
COC(=O)CN1CCN(C(=O)c2csc(-c3ccccc3)n2)CC1 | 1
CC(=O)Nc1ccc(OC[C@@H](O)CN2CCC(C(O)(c3ccccc3)c3ccccc3)CC2)cc1 | -2
COC(=O)[C@]12C[C@H](CC(=O)N3CCCC3)C(=O)N(Cc3ccc4c(c3)OCO4)C1=C[C@H](C(C)C)O[C@@H]2C1CC1 | -7
CCOc1ccccc1C(=O)N1CCC(Oc2cccnc2)CC1 | -4
CCCCNC(=O)C[C@H]1C[C@@]2(C(=O)OC)C(=C[C@H](C3CCCC3)O[C@@H]2C)N(Cc2cccc3ccccc23)C1=O | -5

# In another format: results already given.
> COc1ccc(Cn2ccc3ccc(-c4ccc5ccn(C(=O)C6CC6)c5c4)cc32)cc1
  PI4K2A inh: 5

> CCc1ccccc1NC(=O)C1CCC(=O)N(c2ccc(OC)cc2)C1c1ccc(OC)cc1 (stereo not drawn)
  PI4K2A inh: -3

> COC(=O)[C@]12C[C@H](CC(=O)N3CCOCC3)C(=O)N(Cc3cccc4ccccc34)C1=C[C@H](COCc1ccccc1)O[C@@H]2C
  PI4K2A inh: -6

# (list continues)
compound | PI4K2A inh
CC(=O)Nc1sc2c(c1-c1nc(-c3ccccc3)cs1)CCN(C(C)C)C2 | -11
CCC(C)[C@H](NC(=O)C1COC(O)([C@H](Cc2ccccc2)NC(=O)[C@@H](NC(=O)OCc2ccccc2)C(C)C)CN1C)C(=O)N[C@H](C(=O)OC)C(C)C (stereo partly drawn) | -3
O=C(c1cccc(C(F)(F)F)c1)N1CC[C@H]2[C@H](CCCN2Cc2cc(F)cc(F)c2)C1 | 1
C[C@@H]1COc2cc(Br)ccc2S(=O)(=O)N1Cc1cn(CCC2OCCO2)nn1 | 6
CC[C@@H](CCC1CCCCC1)CN(c1ccccc1)S(C)(=O)=O | -3
COC(=O)c1ccc(Cn2ccc3ccc(-c4ccc5ccn(C(=O)c6ccccc6)c5c4)cc32)cc1 | 5
COC[C@@H]1CCCN1c1ccc2c(c1)OCCCN(C1CC1)S2(=O)=O | -4
CCOc1ccc(N(CC(=O)Nc2c(C)n(C)n(-c3ccccc3)c2=O)S(=O)(=O)c2cccc3cccnc23)cc1 | 5
COc1ccc(N2CCN(CCCNC(=O)Cc3ccc(C(F)(F)F)cc3)CC2)cc1 | -2
COc1ccc(S[C@]2(C(=O)NCCCN(C)C)CC(=O)N[C@@H]2c2ccc(OC)cc2)cc1 | -2
Cc1ccc(NC(=O)Nc2cc(C)nn2-c2ccccc2)cc1 | 0
COC(=O)C[C@@H]1CC[C@@H]2[C@H](COc3ccc(NC(=O)Nc4c(C)noc4C)cc3C(=O)N2C)O1 | 3
Fc1ccccc1-c1n[nH]c(=S)n1N=Cc1ccc(OCc2ccccc2)cc1 | -4
CCC[C@H]1[C@@H](N(C)Cc2cccs2)CC[C@@]23CCCN2C(=O)CCC[C@@H]13 | -2
COc1cccc(Cn2cc(COC(=O)N3CCCC3)nn2)c1 | -5
O=C(Nc1ccc(OC(F)(F)F)cc1)Nc1c(-c2ccc(C(F)(F)F)cc2)nc2ncccn12 | -5
C[C@H]1/C=C/CC(=O)N[C@@H](c2ccc3ccccc3c2)[C@@H](C)/C=C/CC(=O)N[C@H]1c1ccc2ccccc2c1 | -1
CCCCN1CC[C@@H](C)Oc2cc(Br)ccc2S1(=O)=O | -1
Cc1cccc(CCNC(=O)Cn2ncc3c2-c2cc(C)ccc2OC3)c1 | 4

# Only part of the results is shown. The share of hits here may be higher or lower than overall.
